KOR beta-arrestin-1 = KOR antagonists, beta-arrestin recruitment, cell-based, luminescence, uHTS (AID 1778). KOR beta-arrestin recruitment, luminescence, antagonist mode; higher % means a stronger effect. one-dose inhibition, % at 10 µM; IC50 in µM for titrated hits. actives 0.091% (n = 290,000); in the data active means inhibition above about 50%; further: strong numbers were not always called active
NOD1 NF-kB reporter = NOD1 signaling inhibitors, primary screen, cell-based, luminescence, uHTS (AID 1578); inhibition, % at 4 µM, or EC50 in µM where a hit was titrated; actives 1% (n = 290,000); NOD1-driven NF-kB luciferase reporter cells, luminescence; higher % means a stronger effect; in the data active means inhibition mostly above about 36%, no sharp cut-off; inactive means mostly below about 34%;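 further: HEK-293T reporter cells stimulated with the NOD1 agonist gamma-tri-DAP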
KOR beta-arrestin-2 = KOR agonists, beta-arrestin recruitment, primary screen, cell-based, luminescence, uHTS (AID 1777); activation, % at 10 µM, or EC50 in µM where a hit was titrated; actives 0.02% (n = 280,000); KOR beta-arrestin recruitment, luminescence; higher % means a stronger effect; in the data active means activation above about 50%, passing the limit was not always enough; further: a part of the inactive calls stands beside numbers as strong as those of hits
GPR55 LPI antagonism = inhibition of LPI-stimulated GPR55 beta-arrestin translocation – imaging, U2OS, beta-arrestin-GFP, LPI agonist, primary screen (AID 2013); U2OS GPR55 beta-arrestin-GFP translocation imaging, LPI antagonism; higher % means a stronger effect; one-dose inhibition, % at 10 µM; IC50 in µM for titrated hits; actives 0.13% (n = 290,000);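 active means spots per cell inhibited over 60%, with over 100 cells counted and total cytoplasm intensity under 500,000; inconclusive means wells with under 100 cells, flagged as likely toxic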;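 further: U2OS cells stably carrying GPR55 and arrestin-GFP stimulated by 5 µM LPI near EC80; imaged beta-arrestin-GFP aggregate spots per cell after agonist stimulation; plate controls were LPI-stimulated DMSO wells for no effect and DMSO wells without LPI for full effect; some results filed as inactive read as strong as hits; confirmed hits need IC50 under 10 µM and bright autofluorescent wells are also inconclusive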
GPR55 beta-arrestin = GPR55 agonists via beta-arrestin recruitment, primary screen, imaging, U2OS cells, beta-arrestin-GFP redistribution (AID 1961). actives 0.048% (n = 290,000). U2OS GPR55 beta-arrestin-GFP redistribution imaging; higher % means a stronger effect. activation, % at 10 µM, or EC50 in µM where a hit was titrated;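 active means activation above 40% with more than 50 cells counted in the well; inconclusive means wells holding fewer than 50 cells, flagged as toxic or sparse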;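 further: U2OS osteosarcoma cells stably expressing GPR55 and beta-arrestin-GFP; plate controls were DMSO negative control for no effect and LPI positive control for full effect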
HIV peptide binding = inhibitors of HIV fusion peptide binding, primary screen, biochemical, uHTS, fluorescence dequenching (AID 1986). cell-free peptide binding, fluorescence dequenching, 30 min; higher % means a stronger effect. one-dose inhibition, % at 20 µM; IC50 in µM for titrated hits. actives 0.3% (n = 290,000); in the data active means inhibition mostly above about 52%, no sharp cut-off; inactive means mostly below about 76%; further: some results filed as inactive read as strong as hits
GPR35 arrestin U2OS = GPR35 antagonists blocking zaprinast-driven arrestin recruitment, primary screen, imaging, U2OS, beta-arrestin-GFP, zaprinast agonist (AID 2058); U2OS GPR35 beta-arrestin-GFP translocation imaging, zaprinast antagonism; higher % means a stronger effect; inhibition, % at 10 µM, or IC50 in µM where a hit was titrated; actives 0.052% (n = 290,000);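 active means inhibition of at least 50% with at least 30 cells and total cytoplasm GFP at most 10,000,000; inconclusive means under 30 cells or total GFP of 10,000,000 plus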
Dengue-2 NS5 capping = Dengue-2 NS5 methyltransferase inhibitors, primary screen, biochemical, confirmation dose response (AID 588689). one-dose inhibition, % at 25 µM; IC50 in µM for titrated hits. Dengue-2 NS5 methyltransferase capping enzyme assay, biochemical; higher % means a stronger effect. actives 0.3% (n = 340,000); in the data active means a potency from the dose series; inconclusive means inhibition above about 29% without an active follow-up result
West Nile antiviral = West Nile virus antiviral activity, cell-based, CPE readout (AID 1621) | West Nile virus-infected cells, CPE inhibition; higher % means a stronger effect | CPE inhibition, % at 10 µM; hits with a dose series show IC50 in µM | actives 0.02% (n = 290,000); in the data active means a potency from the dose series; inconclusive means CPE inhibition mostly from about 3.7% at the one dose, without a potency; inactive means the rest, 99 in 100 with CPE inhibition below about 2.2%; further: strong numbers were not always called active
Dengue-2 NS5 capping pilot replicate = further read-out of Dengue-2 NS5 capping, marked with its call; inhibition, %; measured here: pilot screen replicate inhibition
Starred values were filed as active, the others as inactive; ? = inconclusive; . = no result given; & = joins results of further samples; [ ] = another dose, or the depositor's remark.

SMILES | KOR beta-arrestin-1 | NOD1 NF-kB reporter | KOR beta-arrestin-2 | GPR55 LPI antagonism | GPR55 beta-arrestin | HIV peptide binding | GPR35 arrestin U2OS | Dengue-2 NS5 capping | West Nile antiviral | others
CCN(CC)CCNCc1ccc(Br)cc1OCC(=O)NCc1ccccc1 | 29% | -23% | 9.0% | 7% | -0.2% | -1.6% | -5% | 0% | -0.4%
Cc1cc(C(C)(C)C)nc2[nH]n(-c3ccccc3)c(=O)c12 | -6% | -18% | 1.5% | 4% | -0.1% | 2.9% | -6% | 12% | -0.2% | Dengue-2 NS5 capping pilot replicate=-2.1
Cc1ccc(C(=O)N2CCCC(N3CCN(c4ccccc4F)CC3)C2)s1 (centres undefined) | 32% | -2% | -7.9% | 29% | -0.1% | -1.0% | 8% | -3% | -0.3%
COc1ccc(C2CC(=O)C3=C(C2)Nc2ccccc2N(C(=O)CCC(=O)O)C3c2ccc(F)cc2)cc1OC (centres undefined) | 23% | 2% | 10% | 4% | 0.0% | -1.3% | 6% | -12% | 0.4%
Cc1nn(CC(=O)O)c(C)c1[N+](=O)[O-] | 10% | -18% | -6.0% | 17% | -0.1% | -1.1% | -15% | 2% | 0.5%
CC(=O)N1N=C(c2ccccc2O)OC1(C)CC(=O)Nc1ccccc1 (centres undefined) | -39% | 22% | 4.6% | 0% | -0.2% | -0.5% | 0% | -1% | 0.1%
COc1ccc(C)cc1COC(=O)c1[nH]c(C)c(C(C)=O)c1C | -5% | 2% | -3.5% | -11% | 0.6% | 6.3% | 2% | -7% | -0.9%
O=C1CCC(C(=O)N2CCCC(Nc3ccc(F)cc3)C2)=NN1 (centres undefined) | 13% | -20% | -3.0% | -3% | -0.1% | 0.6% | -20% | 4% | -0.6%
CCc1cc2c(SCC(=O)c3ccccc3)ncnc2s1 | 5% | -13% | -1.7% | 2% | -0.1% | -3.1% | 23% | 0% | -0.3%
NC(=O)c1nsc(C(=O)N(Cc2cccnc2)C(C(=O)NC2CCCC2)c2ccc(F)cc2)c1N (centres undefined) | -9% | -10% | 1.5% | 8% | -0.1% | 1.6% | -5% | -1% | -0.7%
COc1ccc(C2=C(CN(C)C)C(c3ccccc3)c3ccccc3O2)cc1 (centres undefined) | 18%&-24% | -26%&-21% | -3.2%&4.8% | 31%&4% | 0.4%&0.2% | -2.1%&0.9% | 16%&8% | -3% | -0.4%
CCN(CC)S(=O)(=O)c1ccc(C(=O)NCC2CCCCC2)cc1 | 0% | -12% | -3.0% | 4% | 0.1% | 0.6% | -12% | 2% | -0.3%
CCOC(=O)c1sc(Nc2nc3cc4c(cc3s2)OCO4)cc1C | -30% | 14% | 7.2% | 4% | 0.5% | -0.8% | -11% | -4% | -0.7%
Cc1ccc(C)c(NS(=O)(=O)c2ccc(-c3coc(C)n3)cc2)c1 | -67% | -18% | -1.3% | -2% | -0.2% | 0.1% | -2% | 6% | -0.1%
NC(=O)C1CCN(C(=S)NCc2ccc3c(c2)OCO3)CC1 | -7% | -33% | -0.9% | -7% | -0.2% | -0.7% | -16% | -9% | 0.7%
Cc1ccc2[nH]c(=O)c(CN(CCO)Cc3nnnn3CCc3ccccc3)cc2c1 | -7% | -5% | -1.5% | -2% | -0.2% | -2.6% | -10% | -8% | 1.8%
CC(C)(C)c1ccc(C(=O)NNc2cc(N3CCOCC3)nc(N3CCOCC3)n2)cc1 | -24%[20 µM] | -22% | . | -12% | 0.2% | -2.4% | -3% | 1% | 0.5%
COc1ccc(C(=O)CNc2ccccc2CO)cc1 | 35% | -44% | -6.4% | -6% | 0.0% | -0.9% | -4% | -3% | 0.2%
CCOC(=O)c1ccc(NC(=O)Nc2cc(C)cc(C)n2)cc1 | -12% | -23% | -1.8% | 0% | -0.8% | 0.9% | 12% | . | 0.3%
CCN(CC)CCNC(=O)c1ccc(NC(=O)c2ccc(Cl)c(S(=O)(=O)N3CCCCCC3)c2)cc1 | -4% | 4% | 4.3% | 12% | 0.3% | -0.5% | 5% | 0% | ?
CC(/C=C/c1ccccc1)NC(N)=O (centres undefined) | -21% | -15% | -1.5% | -6% | -0.2% | 2.2% | 1% | -3% | -0.3%
CCOC(=O)N1CCC(N(CCN(C)C)C(=S)Nc2cccc(OC)c2)CC1 | -29% | 11% | 7.0% | ? | -0.3% | 1.5% | 14% | -9% | -0.9%
Cc1cc(C)cc(NCc2cc3c(cc2[N+](=O)[O-])OCO3)c1 | 23% | -20% | -1.2% | . | 0.0% | 24% | -2% | 0% | 0.0%
CC1=NN(C(C#N)c2ccc(F)cc2)C(C)(C)C1 (centres undefined) | 8% | 0% | -4.3% | -9% | -0.1% | 1.5% | -3% | 1% | 0.1%
COc1ccc(OCCCC(=O)Nc2ncn[nH]2)cc1 | 1% | -14% | -3.7% | 3% | 0.8% | -0.3% | 3% | -10% | 0.2%
(more compounds)
SMILES | KOR beta-arrestin-1 | NOD1 NF-kB reporter | KOR beta-arrestin-2 | GPR55 LPI antagonism | GPR55 beta-arrestin | HIV peptide binding | GPR35 arrestin U2OS | Dengue-2 NS5 capping | West Nile antiviral | others
CC(=O)c1cccc(CN2CCN(CCc3ccccc3)C(CCO)C2)c1 (centres undefined) | -5% | -32% | -1.0% | -4% | -0.1% | 0.1% | 1% | 2% | -0.8%
Cn1c(=O)c2c(nc(CN3CCC(C(N)=O)CC3)n2Cc2ccccc2Cl)n(C)c1=O | 18% | -17% | 0.5% | -8% | -0.3% | 2.3% | 10% | -8% | 0.8%
CCOC(=O)CCn1c2nc(C)cc(C)c2c(=O)n1-c1ccccc1 | 1% | -1% | 1.8% | 6% | 0.3% | 0.6% | 9% | -5% | 0.0%
COc1ccccc1CNC(=O)c1cc2ccccc2oc1=O | -10% | -42% | -3.0% | 0% | 0.0% | -1.0% | 3% | -5% | -0.6%
COc1ccc(OC)c(C2CC(c3ccc(NS(C)(=O)=O)cc3)=NN2C(=O)c2ccccc2)c1 (centres undefined) | -11% | -11% | 0.7% | -2% | 0.2% | 2.2% | -13% | -3% | -0.7%
COc1cc(OC)cc(C(=O)OC/C(O)=C(\C#N)c2nc3ccccc3[nH]2)c1 | 3% | 0% | -1.2% | -9% | 2.3% | -0.4% | -5% | -4% | 0.0%
COc1ccc(S(=O)(=O)N2CCNC(=O)C2)cc1Br | 6% | -34% | -3.1% | 12% | -0.1% | -1.0% | -5% | -13% | -0.1%
CC(=O)Nc1ccc(S(=O)(=O)NCC(=O)OCC(=O)N2CCN(c3ccccc3)CC2)cc1 | 1% | -27% | 7.0% | 0% | 0.1% | 1.9% | 21% | -8% | -0.1%
Cc1cccc(N(C(=O)c2csnn2)C(C(=O)NCc2ccccc2)c2ccc(C)o2)c1 (centres undefined) | -13% | -10% | -0.7% | -7% | -0.2% | -0.7% | -2% | 3% | -0.4%
CCCS(=O)(=O)N1CCN(C(=O)c2ccc(-c3ccccc3)cc2)CC1 | -3% | 4% | -4.5% | -2% | 0.0% | -3.0% | 3% | -2% | -1.2%
O=C(CC1SC(=Nc2ccccc2)N(Cc2ccccn2)C1=O)Nc1ccc(Br)cc1 (centres undefined) | 7% | 0% | -2.1% | -1% | -0.3% | 2.2% | 11% | 3% | -1.5%
COc1cc(NC(=S)NCC2CCCO2)c(OC)cc1Cl (centres undefined) | -2%[20 µM] | -10% | -1.6% | -4% | -0.1% | 1.0% | -8% | -8% | 0.2%
O=C(Nc1nc(-c2ccc3c(c2)OCO3)cs1)C1CC1 | -16% | -36% | -4.5% | -3% | -0.2% | -3.0% | -12% | 0% | 0.3%
COc1ccccc1-c1nc(C#N)c(N2CCC(C(N)=O)CC2)o1 | -10% | -3% | -3.3% | 7% | -0.1% | 2.8% | -5% | -5% | -0.1%
CC(NC(=O)Cn1cnnn1)C12CC3CC(CC(C3)C1)C2 (centres undefined) | -15% | 21% | -2.2% | -7% | 0.3% | -2.1% | -6% | -3% | -0.1%
CCOc1cc(N2CCOCC2)c(OCC)cc1NC(=O)CSc1ncccn1 | 2% | 5% | -2.7% | 14% | -0.3% | -3.1% | -2% | . | -0.7%
CCC(=O)Nc1ccc(NC(=O)CCc2ccccc2)cn1 | -25%[20 µM] | -11% | -1.9% | -12% | -0.1% | -0.2% | -19% | -2% | 0.1%
COc1ccccc1NC(=S)NC(=O)CCc1ccccc1 | 19% | -24% | 7.3% | 10% | 0.0% | 2.1% | 10% | -5% | -1.2%
Cc1c(C(=O)N/N=C/C(C)C)[nH]c2ccc([N+](=O)[O-])cc12 | 3% | 16% | 6.0% | -13% | -0.2% | 2.6% | 12% | -4% | -0.9%
O=C(Nc1ccc(C(=O)Oc2ccccc2)c(O)c1)c1ccccc1 | -27% | 34% | -4.3% | 0% | 0.4% | 1.3% | -16% | -4% | .
CCC1=NN(C(=O)Cc2ccc([N+](=O)[O-])cc2)C(O)(C(F)(F)F)C1 (centres undefined) | . | -11% | 3.0% | -4% | 0.0% | -1.2% | 0% | -2% | -0.3%
Cc1sc2ncn(CCC(=O)O)c(=O)c2c1C | -11% | 0% | 2.2% | 4% | 0.3% | -0.8% | -6% | -5% | -0.1%
C/C(=N\NC(=O)c1c(C)nc2ccccn12)c1ccc(C(C)(C)C)cc1 | -18% | -13% | -2.4% | -2% | 0.9% | -1.0% | 8% | -7% | -0.5%
CC1CCCCN1Cc1c(O)ccc2c(=O)c(-c3ccc(Cl)cc3)coc12 (centres undefined) | 3% | -16% | -3.7% | 8% | -0.1% | 0.1% | 6% | 1% | -0.6%
O=c1cc(-c2ccccc2Cl)oc2cc(O)cc(O)c12 | 5% | 9% | -0.1% | -7% | -0.3% | 2.5% | -18% | -2% | -0.2%
COc1ccccc1N1CCN(C(=O)c2cc(-c3ccc(Cl)cc3)on2)CC1 | 10% | 8% | -4.8% | 1% | -0.1% | -0.6% | 0% | 2% | -0.5%
Cc1c(CN2CCc3c([nH]c4ccccc34)C2CC(C)C)cnn1C (centres undefined) | -25% | -25% | -6.2% | -8% | -0.1% | -0.3% | 2% | -3% | -0.5%
COc1cccc(-n2nnc3c(=O)n(Cc4ccc(F)cc4)cnc32)c1 | 27% | -40% | -2.5% | 10% | 0.0% | 1.2% | 3% | 6% | -0.5%
COc1ccc(-c2cc(=O)[nH][nH]2)cc1 | -72% | 0% | 0.2% | -2% | 0.3% | 1.3% | 6% | 2% | 0.3%
O=C(CSc1ncnc2[nH]ncc12)Nc1nc(-c2ccc(F)c(F)c2)cs1 | -39% | 46%* | -1.7% | 4% | 0.1% | 1.8% | -18% | -2% | -0.5%

The list is partial; rates above refer to the full screens.
